# Assay outcomes (PubChem)
# Calb biofilm kill: kills Candida albicans biofilms. inhibition, % at 6 µM. C. albicans biofilm + clotrimazole, Alamar Blue. AID 834. 85,000 tested, 0.14% active;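 active = inhibition above 20%; inactive = inhibition below 20%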;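 note: preformed 24 hr biofilms exposed to compound for 48 hr; 0% = biofilm without compound and 100% = blank killed by clotrimazole plus chlorhexidine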
# HUVEC tox IL1B: toxic to HUVEC cells under IL-1B stimulation. HUVEC cell count loss, Hoechst imaging, IL-1B stimulated. cell count reduction, % at 2 µM. 94,000 tested, 0.41% active;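 active = cell count reduction more than 3 SD above the screen-wide mean, cut at about 70% in these data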;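 note: normalized per plate to untreated control cells as the no-loss baseline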
# VCAM1 TNFa inh: reduces TNF alpha induced VCAM1 expression in HUVEC. AID 802. 95,000 tested, 0.48% active. HUVEC TNFa-induced VCAM-1 immunofluorescence, high-content imaging. inhibition, % at 2 µM;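 active = inhibition above the batch mean plus 3 SD, with images confirmed as a hit by eye, cut at about 37% in these data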;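 note: 0% = TNF-stimulated DMSO wells and 100% = unstimulated control wells; not every result past the cut was called active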
# ERb SRC1 inh: blocks coactivator binding to human estrogen receptor beta; TR-FRET ER-beta LBD / SRC1-Cy5 peptide binding; receptor agonist-loaded with 1 µM estradiol; Q92731; inhibition, % at 25.6 µM; 86,000 tested, 1.3% active;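 active = compounds whose percent inhibition of the receptor-coactivator binding signal exceeds about 50% in the single-dose screen, limit read from the data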;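 note: 0% = receptor plus peptide wells without compound and 100% = peptide-only wells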
# sEH act: soluble epoxide hydrolase (human) activation; P34913; purified human sEH enzymatic activity, activator screen; activation, % at 2 µM; 91,000 tested, 0.04% active; in the data active = activation above about 37%; note: values of inactives mirror those of a sister screen read the other way
# Target sequence (P34913 whole entry, looked up): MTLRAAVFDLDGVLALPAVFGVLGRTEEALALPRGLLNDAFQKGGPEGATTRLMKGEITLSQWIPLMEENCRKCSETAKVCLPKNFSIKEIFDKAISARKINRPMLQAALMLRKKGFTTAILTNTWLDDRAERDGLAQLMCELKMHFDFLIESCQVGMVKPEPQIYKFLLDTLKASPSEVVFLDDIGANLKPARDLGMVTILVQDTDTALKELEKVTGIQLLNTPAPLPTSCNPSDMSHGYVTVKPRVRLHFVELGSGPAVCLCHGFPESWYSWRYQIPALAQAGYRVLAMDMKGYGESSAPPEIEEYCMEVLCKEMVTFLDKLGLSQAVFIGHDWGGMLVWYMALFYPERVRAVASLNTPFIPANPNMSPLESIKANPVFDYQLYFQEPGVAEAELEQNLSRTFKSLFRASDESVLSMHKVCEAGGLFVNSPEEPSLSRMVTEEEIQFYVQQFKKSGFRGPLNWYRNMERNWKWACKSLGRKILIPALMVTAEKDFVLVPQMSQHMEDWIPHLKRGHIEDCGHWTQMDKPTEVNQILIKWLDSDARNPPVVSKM
# Smad3 FoxH1 inh: Smad3 (human) transcription factor binding inhibition; inhibition, % at 25 µM; 88,000 tested, 0.29% active; P84022; TR-FRET Smad3/Dy647-FoxH1 peptide binding, europium anti-His; AID 630;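 active = compounds that reduce the energy-transfer binding signal between the protein and its labelled peptide by more than half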;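 note: 0% = Smad3 plus labelled peptide maximal FRET and 100% = peptide-only background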
# Target sequence (P84022 whole entry, looked up): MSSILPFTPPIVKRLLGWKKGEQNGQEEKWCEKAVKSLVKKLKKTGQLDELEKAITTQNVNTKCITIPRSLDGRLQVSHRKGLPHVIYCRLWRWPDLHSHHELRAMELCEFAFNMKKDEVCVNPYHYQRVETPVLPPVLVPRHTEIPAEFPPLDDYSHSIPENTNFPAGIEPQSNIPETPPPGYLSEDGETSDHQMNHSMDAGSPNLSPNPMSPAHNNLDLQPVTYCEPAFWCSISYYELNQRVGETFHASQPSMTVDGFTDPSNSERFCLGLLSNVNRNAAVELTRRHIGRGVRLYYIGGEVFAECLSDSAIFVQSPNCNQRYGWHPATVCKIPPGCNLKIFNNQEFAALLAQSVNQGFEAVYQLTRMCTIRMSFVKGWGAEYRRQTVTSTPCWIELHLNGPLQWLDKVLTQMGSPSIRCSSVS
# HUVEC tox TNFa: HUVEC cytotoxicity counter-screen, TNF alpha stimulated; HUVEC TNFalpha-stimulated, Hoechst cell count, imaging; cell count reduction, % at 2 µM; AID 848; 93,000 tested, 0.17% active;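 active = cell count reduction exceeding the screen mean by over 5 SD, scaled to untreated wells per plate, cut at about 78% in these data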;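 note: cells counted after 24 h of TNF alpha exposure following the 1 h pretreatment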
# sEH inh: soluble epoxide hydrolase (human) inhibition; P34913; recombinant human sEH enzymatic activity assay; inhibition, % at 2 µM; 91,000 tested, 0.34% active; AID 707; in the data active = inhibition above about 80%; note: values of inactives mirror those of a sister screen read the other way; many of its hits are not listed in these tables
# F-actin modifier: cytoskeleton assembly modification; 91,000 tested, 0.18% active; inhibition, % at 2 µM; AID 836; HUVEC TNFa F-actin phalloidin imaging, high content;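 active = inhibition above the batch mean plus 3 SD and confirmed as a hit by visual image inspection, cut at about 30% in these data, passing the limit was not always enough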; note: strong numbers were not always called active
# Numbers without * were called inactive; . = no result given; [ ] = dose if it differs, or a comment. Only part of the results is shown, so the mix of outcomes need not match the whole.
SMILES,Calb biofilm kill,HUVEC tox IL1B,VCAM1 TNFa inh,ERb SRC1 inh,sEH act,Smad3 FoxH1 inh,HUVEC tox TNFa,sEH inh,F-actin modifier
O=C(NCCC1=CCCCC1)C1CCN(Cc2cnn(-c3ccccc3)c2-n2cccc2)CC1,2,11,-4,7[fluorescence artefact?],.,13,8,.,0
CC1CCC(NC(=O)CC(C)(C)Cc2nc3ccccc3c(=O)[nH]2)CC1 (stereo unspecified),5,2,9,-5,-69,-5,-19,69,-6
C=CCNC(=O)c1onc(CSc2cccc(Cl)c2)c1C(=O)O,.,-6,15,.,4,.,-25,2,0
Cc1ccc(CNC(=O)C2(C)Oc3ccccc3NC2=O)cc1 (stereo unspecified),-1,5,12,-7,11,6,-26,-12,.
COc1ccc(C(=O)NC(C)c2nnc(SCc3ccc(Cl)c(Cl)c3)n2C)cc1 (stereo unspecified),.,-6,6,.,15,.,32,-13,-11
CC(C)CC(c1nnnn1Cc1ccccc1)N1CCC(C(N)=O)CC1 (stereo unspecified),7,-2,19,-12,6,2,6,-6,-17
CC(C)Oc1cccc(C(=O)Nc2ccc(N3CCN(S(C)(=O)=O)CC3)cc2)c1,6,-10,.,3,-41,1,.,42,-23
Cn1c(=O)[nH]c(=O)c2c1nc(N1CCC(Cc3ccccc3)CC1)n2Cc1ccccc1,-2,10,-15,6,22,-8,40,-20,-19
CC(=O)N1c2ccc3ccccc3c2C(C)CC12CCCCC2 (stereo unspecified),0,10,-1,-3[fluorescence artefact?],2,-3,8,-5,-2
O=C(O)CNC(=O)c1ccc(OC(F)F)cc1,3,1,-54,-4,-13,-2,-54,13,-8
CO/N=C(/CS(=O)(=O)Cc1ccccc1Cl)c1ccc(Cl)cc1Cl,.,6,-6,.,9,.,-15,-7,-16
O=C(C1=C(O)C(=O)N(c2ncccn2)C1c1ccc(Cl)c(Cl)c1)c1ccco1 (stereo unspecified),5,-15,-3,31,.,-7,-18,.,-5
CCOC(=O)CC(=O)CSc1ncc(C(=O)OCC)c(N)n1,9,-30,0,-13,-1,15,-9,2,2
O=C(NCCCCCCNC(=O)c1ccc(Br)s1)c1ccc(Br)s1,-4,0,13,58*[fluorescence artefact?],-56,-55[fluorescence artefact?],-2,58,0
COc1ccccc1N1CCN(c2nc3ccccc3nc2C(C#N)C(=O)OC(C)C)CC1 (stereo unspecified),7,-23,12,-7,0,15[fluorescence artefact?],8,-4,-6
Cc1ccccc1C(=O)NC1CCN(C(=O)N(c2ccccc2)c2ccccc2)CC1,0,-7,-8,-9,-10,8,-18,9,3
Cc1ccc(C(=O)Nn2c(O)c(C=C3N=c4ccccc4=N3)sc2=S)cc1,.,-38,9,.,-6,.,-18,6,-15
OC1(CN2CCOCC2)C2CN3CCN(C2)CC1(c1ccccc1)C3 (stereo unspecified),.,9,13,.,-2,.,-6,2,9
Cc1cc(NCCOCCO)n2ncc(-c3ccc(Cl)cc3)c2n1,11,91*,15,-4,4,9,-23,-1,-1
COc1ccc(-c2c(C)n([O-])c(C)c(C)[n+]2=O)cc1,2,-7,-2,-12,9,3,-9,-12,-2
COc1ccc(S(=O)(=O)n2nc(OC(=O)c3ccccc3)cc2N)cc1,-5,-3,-4,-2,-3,-1,5,4,-10
CCn1c(C)c(C(C)=O)c(N2CCCCC2)nc1=S,4,8,0,6,-6,0,-1,8,.
CCOC(=O)c1ccc(NC(=O)C(=O)NCc2ccncc2)cc1,.,22,6,.,-7,.,-6,7,-20
COc1ccc(N2C(=O)CC(N3CCN(c4ccccc4F)CC3)C2=O)cc1 (stereo unspecified),5,11,3,3,7,3,-6,-9,2
CC(NC(=O)C1CCC1)c1ccccc1 (stereo unspecified),-1,-4,.,-10[fluorescence artefact?],9,-10,.,-10,.
COC(=O)c1ccccc1OCCCOc1ccc(C=O)cc1OC,.,1,-20,.,3,.,-5,-4,4
Cc1nc(SCC(=O)Nc2ccccc2)c2oc3ccccc3c2n1,2,24,-30,53*[fluorescence artefact?],0,37[fluorescence artefact?],-22,-2,14
Cc1nn2c(-c3ccco3)nnc2c2ccccc12,7,-45,5,-5,-4,-8,15,1,13
O=C1c2ccccc2C(=O)N1CCCOc1ccccc1,-2,-19,13,17,-2,-9,0,6,-14
COc1ccc([N+](=O)[O-])cc1N(CC(O)Cn1nnc2ccccc21)S(=O)(=O)c1ccc(C)cc1 (stereo unspecified),8,.,23,4,16,-1,-3,-15,-17

# Ordered by value in Smad3 FoxH1 inh (highest first): 4 from the list above.
Molecule	Smad3 FoxH1 inh
Cc1ccccc1C(=O)NC1CCN(C(=O)N(c2ccccc2)c2ccccc2)CC1	8
CCn1c(C)c(C(C)=O)c(N2CCCCC2)nc1=S	0
COc1ccc([N+](=O)[O-])cc1N(CC(O)Cn1nnc2ccccc21)S(=O)(=O)c1ccc(C)cc1 (stereo unspecified)	-1
CC(NC(=O)C1CCC1)c1ccccc1 (stereo unspecified)	-10

# The results go on:
SMILES,Calb biofilm kill,HUVEC tox IL1B,VCAM1 TNFa inh,ERb SRC1 inh,sEH act,Smad3 FoxH1 inh,HUVEC tox TNFa,sEH inh,F-actin modifier
COC(=O)c1sc(=S)n(-c2ccc(Cl)cc2)c1C,6,-5,8,-10,6,-10,-76,-8,.
CCCN(CCC)S(=O)(=O)c1ccc(C(=O)Nc2nnc(-c3cc(OC)cc(OC)c3)o2)cc1,7,-7,1,34[fluorescence artefact?],-18,-3,-23,18,.
COC(=O)Cn1c(=O)sc2ccccc21,5,-20,12,11,.,-5,-39,.,16
OCc1nnn(-c2cccc(C(F)(F)F)c2)c1CO,2,-14,8,-19[fluorescence artefact?],2,11,-25,-4,26
Cc1ncc(CSc2nc3ccccc3[nH]2)c(N)n1,7,-10,5,-2,-1,-1,-6,1,-12
Cc1ccc(NC(=O)CC2SC(=O)N(c3ccccc3)C2=O)cc1 (stereo unspecified),6,-17,-3,-1,-3,-12,.,5,-7
COc1ccc(NC(=O)C2CCCN(S(=O)(=O)c3ccc4c(c3)oc(=O)n4C)C2)c(OC)c1 (stereo unspecified),5,10,13,0,8,5,1,-11,-6
O=Cc1cccn1Cc1ccc(Cl)cc1Cl,3,13,3,16[fluorescence artefact?],-5,5,-8,8,2
c1csc(-c2nc3nc4ccccc4nc3n2Cc2ccc3c(c2)OCO3)c1,5,-6,-7,12,20,4,-2,-19,-6
c1ccc(-n2nnnc2SCc2cccc(CSc3nnnn3-c3ccccc3)n2)cc1,1,18,-8,-16,2,9,-20,1,-10
CCOC(=O)CSc1nc2ccccc2c(=O)n1CC1CCCC1,5,-18,7,-5,-3,4,-33,3,17
CN(C)CCCNC(=O)c1ccc(-c2nc(-c3ccc(Cl)cc3)cs2)cc1,.,-15,25,.,-20,.,-6,19,42
CC(NC(=O)c1cccs1)C(c1cccs1)N1CCOCC1 (stereo unspecified),7,-44,-7,3,5,1,-22,-3,-11
COc1ccc(CC(=O)NC2CCN(CC(=O)N3CCCc4ccccc43)CC2)cc1OC,7,-9,12,1[fluorescence artefact?],4,2,-15,-1,4
Cc1ccc(N/C=C(\C#N)c2ccc(OCCCF)cc2)cc1,-4,-14,6,-5,-2,4,-17,3,4
COc1ccc(CC(=O)OCc2cc3ccccc3[nH]c2=O)cc1,5,-2,4,-4,-5,5,-27,7,3
Cc1nc2oc3c(NCc4ccccc4)ncnc3c2c2c1COC(C)(C)C2,3,11,3,-1,.,3,-15,.,-11
N#Cc1nc(COc2ccccc2)oc1N1CCN(c2cccc(Cl)c2)CC1,-1,-6,9,-9,8,9,-8,-8,-1
C/C(O)=C(/N=O)C(=O)Nc1ccccc1,6,-23,-6,-9,12,5,6,-12,-19
N#Cc1nc(-c2ccccc2Cl)oc1N1CCOCC1,10,-45,11,-2,16,10,-8,-13,-5
Cc1cc(OCC(=O)O)c2ccccc2n1,5,-6,5,-3,-4,2,-30,2,13
O=C(Nc1ccccc1NC(=O)c1ccco1)c1ccco1,0,-3,7,-11,4,1,-12,-4,.
COc1ccc(-c2nc3nc(C)cc(=O)n3[nH]2)cc1,8,-156,1,-1[fluorescence artefact?],-5,4,11,3,-2
C=CCn1c(SCC(=O)Nc2sccc2C(N)=O)nc2ccc(Cl)cc2c1=O,1,-14,-1,47[fluorescence artefact?],1,10,-1,-2,-22
CCCCNC(=O)c1ccc(CS(=O)(=O)c2cccc(C(F)(F)F)c2)o1,.,-3,0,4,-10,-17,7,12,24
COC(=O)c1cnn(-c2cc(Oc3cccc(C)c3)ncn2)c1N,.,-4,-8,.,-2,.,-5,1,0
Cc1cc(NC(=O)CSc2nnc(COc3ccccc3)o2)no1,3,-4,5,17,-5,7,-16,8,11
Cc1ccc(-c2nc(N/N=C/c3ccccc3[N+](=O)[O-])c3ccccc3n2)cc1,.,-2,-19,.,7,.,-38,-7,2
O=C(Nc1ccc(N2CCCCC2)cc1)c1cccnc1Cl,-1,.,-1,-3,-2,-15,0,-1,-12
COC(=O)c1ccc(CSc2nnnn2-c2ccccc2)o1,8,26,-1,6,10,-7,1,-12,-2
O=C(CSc1nnc(-c2ccc(Br)cc2)o1)Nc1cccc2ccccc12,7,-28,-5,-17,-12,3,-20,17,0
CC(=O)N1C(=O)C2(Nc3ccccc3N2)c2ccccc21,5,14,1,-4,12,3,1,-11,-14
COC(=O)C1=C(C)NC(C)=C(C(=O)OC)C1C1CC=CCC1 (stereo unspecified),4,30,-18,-18,4,-1,.,2,-2
COc1cccc(Oc2cn[nH]c2-c2ccc(OC)cc2O)c1,3,-55,34,-7,-6,-5,-18,9,0
COc1ccccc1C(=O)N/C(=C/c1ccccc1)C(=O)NC(CCSC)C(=O)O (stereo unspecified),.,-20,6,.,5,.,-45,-7,11
O=C(Cn1c(-c2cncs2)nc2ccccc21)NCCc1ccccc1,1,1,6,-14,-6,-3,-32,6,3
CN(C)C(=O)COC(=O)/C=C/c1ccccc1[N+](=O)[O-],2,3,26,-3,15,8,-7,-16,9
COc1ccccc1C(O)(C(=O)NN(C(=O)c1ccccc1)c1ccccc1C)c1cccs1 (stereo unspecified),.,19,2,.,5,.,-7,-4,43
CCCCCCc1cc2cc(C(=O)NCc3ccccc3)c(=N)oc2cc1O,7,-22,-53,16,9,0,-24,-8,-3
CC(=O)c1cc(CC=C(C)C)c(O)c(CC=C(C)C)c1O,.,-23,8,.,8,.,-12,-6,14
CCOC(=O)c1c(C)oc2ccc(O)c(CN3CCCCC3)c12,1,-7,9,-1[fluorescence artefact?],23,-13,-7,-20,4
Cc1c(C(=O)Nc2ccc(Cl)cn2)oc2ccccc12,-3,7,-15,-7,0,-7,-1,5,0
Cc1cccc(NC(=S)NC(=O)CCc2ccccc2)c1C,.,-12,-20,.,12,.,4,-11,18
COc1cc(NC(=O)c2cc3c(=O)n(C)c4ccccc4c3n2C)cc(OC)c1OC,18,-3,24,-5,.,15[fluorescence artefact?],-13,.,-8
CCS(=O)(=O)N1CCC(C(=O)NCCC2=CCCCC2)CC1,12,2,4,-10,-23,17[fluorescence artefact?],-20,24,-11
COCCN1C(=O)C(=O)/C(=C(/O)c2ccc(S(=O)(=O)N3CCOCC3)cc2)C1c1ccc(C(C)C)cc1 (stereo unspecified),.,2,1,.,2,.,-14,2,33
CCCOC(=O)C1[C@H]2C(=O)N(Cc3ccco3)C[C@]23C=C[C@H]1O3 (stereo partly specified),8,-24,-14,6[fluorescence artefact?],.,2,3,.,1
COc1ccc(OC)c(S(=O)(=O)N2CCC(C(=O)Nc3cc(C)ccc3C)CC2)c1,3,23,-6,0[fluorescence artefact?],7,10,-6,-7,-16
